# EPAC1 antag = antagonists of human EPAC1; Potency, µM (doses to about 115 µM), without a hit: at the top dose activity change, negative = inhibition, hits mostly inhibitors; 360,000 tested, 0.14% active; O95398; AID 720709; EPAC1 GEF assay, Rap1b-BODIPY-GDP exchange fluorescence;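 also: potency is read from the fitted curve at half-maximal effect; plate controls were vehicle for no effect and positive control for full effect; nearly all actives have a fitted effect of over 50% in size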
# PLK1 PBD block = PLK1 (human) polo-box domain binding inhibition; P53350; Plk1 PBD binding of FITC phosphopeptide, fluorescence polarization; Potency, µM, for the others: max response, negative = inhibition, actives largely listed as inhibitors; 360,000 tested, 2.8% active; also: potency is read from the fitted curve at half-maximal effect; series mostly up to about 57 µM; % is scaled to controls: 0 for no effect and ±100 for the full control effect; nearly all actives have a fitted effect of over 65% in size
# aSyn yeast inh = alpha-synuclein toxicity inhibition in yeast; Yeast expressing alpha-synuclein, growth rescue, BacTiter-Glo, 24 h; Potency, µM (highest dose often 46.1 µM), for the others: at the highest dose growth rescue (activation), usual class: activators; 370,000 tested, 0.14% active; AID 652106; also: potency is read from the fitted curve at half-maximal effect; % of control where 0% means no effect; nearly all actives have a fitted effect of over 65% in size
#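 Rescue of yeast growth: cells expressing toxic alpha-synuclein, induced in galactose at OD600 0.02, incubated with compound 24 h at 30 C. ATP luminescence quantified growth; inhibitors of toxicity appear as activators.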
# Abeta yeast res = compounds reversing amyloid beta toxicity in yeast; yeast expressing A-beta42, growth rescue, OD600, 48 h; response scale: 0% DMSO, 100% iron-clioquinol control; Potency, µM (highest dose often 46.1 µM), for the others: top-dose growth rescue, hits mostly activators; 410,000 tested, 0.063% active; also: potency is read from the fitted curve at half-maximal effect; nearly all actives have a fitted effect of over 55% in size
#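 Yeast growth medium received pinned compounds, then yeast cells expressing toxic A-beta were added; plates incubated at 30 C for 48 hr. Growth read as absorbance at 600 nm, normalized to DMSO and equimolar FeCl3 plus clioquinol controls.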
# IL2 activator = activates IL-2 in a cell-based reporter assay; IL-2 activation reporter assay, cell-based qHTS; stimulated with anti-CD3/CD4/CD28 beads; in transgenic mouse T cells; activation, % (series mostly up to about 46 µM); 360,000 tested, 0.065% active; in the data active = activation above about 50%; inconclusive = mostly about 30% to 49%; also: 0% is about no effect
#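 Readout is EGFP and DsRed signal by fluorescent plate cytometry after 18 h at 37 degrees C. Transgenic mouse T cells (750/well) received compound for 60 min before bead stimulation (anti-CD3, anti-CD4, anti-CD28); memory T cells served as non-tolerant control.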
# PI5P4K alpha inh = blocks human PI5P4K alpha kinase activity; P48426; PI5P4Kalpha enzyme, ADP-Glo luminescence, 60 min; stronger effect = lower value; max response, %; 330,000 tested, 1.2% active; active = max response of -50% or lower; inconclusive = between -30% and -50%; inactive = -30% or higher; also: value at the top dose of about 77 µM; % is scaled to controls: 0 for no effect and ±100 for the full control effect
#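 PI5P4Kalpha ADP-Glo assay; 5 microM ATP final; 60 min RT reaction; HEPES pH 7.4/EGTA/CHAPS, 5% DMSO; controls lacking substrate or enzyme; luminescent end-point.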
# FUS suppressor = FUS proteinopathy suppression in yeast; S. cerevisiae FUS-expressing, growth rescue, OD600, 24 h; Potency, µM (titrated, usually from 76.6 µM), for the others: top-dose growth rescue (activation), most hits filed as activators; 390,000 tested, 0.24% active;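 also: potency is read from the fitted curve at half-maximal effect; plate controls were DMSO vehicle for no effect and reference control for full effect; nearly all actives have a fitted effect of over 55% in size; some results filed as inactive show a strong effect at the top dose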
#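 Toxicity suppression screen in FUS-yeast. Cells induced with 2% galactose, starting OD 0.005, treated 24hr at 30C with compounds at multiple final concentrations; growth by OD600.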
# WRN helicase inh = blocks human WRN helicase. WRN helicase unwinding, fluorescent forked duplex, kinetic. Q14191. AID 651768. 360,000 tested, 0.46% active. Potency, µM (series often up to 114 µM), inactives show top-dose activity change, negative = inhibition, most hits filed as inhibitors; also: potency is read from the fitted curve at half-maximal effect; % is scaled to controls: 0 for no effect and ±100 for the full control effect; nearly all actives have a fitted effect of over 55% in size
# Target sequence (Q14191 whole entry, looked up): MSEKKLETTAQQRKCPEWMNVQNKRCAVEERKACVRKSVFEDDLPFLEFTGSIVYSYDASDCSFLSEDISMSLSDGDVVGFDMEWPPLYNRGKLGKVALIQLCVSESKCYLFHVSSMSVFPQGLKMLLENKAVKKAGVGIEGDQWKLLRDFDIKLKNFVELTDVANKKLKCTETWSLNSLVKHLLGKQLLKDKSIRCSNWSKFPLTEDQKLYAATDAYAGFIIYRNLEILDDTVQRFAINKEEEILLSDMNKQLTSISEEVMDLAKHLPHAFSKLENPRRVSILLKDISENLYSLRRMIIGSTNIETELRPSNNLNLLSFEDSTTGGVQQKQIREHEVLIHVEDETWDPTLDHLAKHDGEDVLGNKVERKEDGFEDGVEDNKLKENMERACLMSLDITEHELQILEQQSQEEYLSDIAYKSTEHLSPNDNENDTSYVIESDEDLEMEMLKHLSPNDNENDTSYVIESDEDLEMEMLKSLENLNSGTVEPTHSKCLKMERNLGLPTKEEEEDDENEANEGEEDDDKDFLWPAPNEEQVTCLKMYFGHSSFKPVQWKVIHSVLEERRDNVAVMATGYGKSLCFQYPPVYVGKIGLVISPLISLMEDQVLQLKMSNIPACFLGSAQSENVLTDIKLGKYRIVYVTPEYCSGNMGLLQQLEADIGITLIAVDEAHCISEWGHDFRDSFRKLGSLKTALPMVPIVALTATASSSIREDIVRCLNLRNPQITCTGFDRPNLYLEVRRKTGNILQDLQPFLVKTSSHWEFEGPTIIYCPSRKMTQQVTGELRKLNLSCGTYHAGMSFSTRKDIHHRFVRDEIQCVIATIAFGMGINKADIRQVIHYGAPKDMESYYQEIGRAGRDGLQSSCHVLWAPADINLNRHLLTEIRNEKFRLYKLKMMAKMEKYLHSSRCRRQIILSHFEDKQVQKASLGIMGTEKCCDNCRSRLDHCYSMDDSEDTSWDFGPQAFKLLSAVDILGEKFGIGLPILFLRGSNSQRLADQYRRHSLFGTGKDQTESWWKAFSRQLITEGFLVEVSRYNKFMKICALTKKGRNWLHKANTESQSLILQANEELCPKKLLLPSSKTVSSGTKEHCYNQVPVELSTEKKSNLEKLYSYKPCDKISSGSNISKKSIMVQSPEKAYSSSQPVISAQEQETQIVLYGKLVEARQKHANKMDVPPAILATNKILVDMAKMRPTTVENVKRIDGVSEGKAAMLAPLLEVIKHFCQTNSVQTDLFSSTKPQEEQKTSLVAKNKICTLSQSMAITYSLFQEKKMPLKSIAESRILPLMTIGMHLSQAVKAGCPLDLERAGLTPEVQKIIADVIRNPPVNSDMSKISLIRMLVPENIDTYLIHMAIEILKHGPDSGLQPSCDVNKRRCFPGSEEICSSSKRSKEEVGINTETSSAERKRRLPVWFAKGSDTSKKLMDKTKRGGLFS
#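 Screening of the MLSMR collection measured strand separation of a quenched forked DNA duplex (100 nM) by 20 nM WRN with 2 mM ATP, all final. Compounds were preincubated with enzyme 15 min at room temperature.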
# EPAC1 ag = activates human EPAC1 exchange factor; EPAC1 agonist qHTS, biochemical assay; response scale: 100% = response to 6.5 mM cAMP; Potency, µM (top dose mostly 154 µM), for inactives: at the top dose activation, usual class: activators; 360,000 tested, 0.073% active; AID 720707; also: potency is read from the fitted curve at half-maximal effect; nearly all actives have a fitted effect of over 60% in size
#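 Nucleotide exchange by EPAC1 (100 nM) on Rap1B–BODIPY-GDP (250 nM) in the presence of 50 uM GDP is tracked fluorescently at 480/540 nm over 30 min. Signals are normalized to a 6.5 mM cAMP control.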
# The depositor's hits bear a star; ? = inconclusive; / = no result given; [ ] = dose if it differs, or a comment. Unless noted, calls follow the shape of the dose curve; as a rule, active = well fitted curve in the direction sought with a large enough effect; inconclusive = small, poorly fitted or top-dose-only effect, or another doubt; inactive = no such curve, though single readings can be large; an effect the other way counts as inactive or inconclusive.
# Second line of a record: Abeta yeast res	FUS suppressor	PI5P4K alpha inh	WRN helicase inh	aSyn yeast inh	PLK1 PBD block	EPAC1 ag	IL2 activator	EPAC1 antag
NS(=O)(=O)c1ccc(CNC(=O)CNC(=O)Cc2ccccc2)cc1
 : -7%	10%	-4	-6%	0%	-5%	-3%	0.0	22%
O=C(CSCC(=O)NN=Cc1ccccc1O)NN=Cc1ccccc1O
 : 0%	/	-1	-20%	-2%	2%	3%	-3.0	7%
CCOC(=O)c1sc2nc(C)nc(SCC(N)=O)c2c1C
 : -21%	17%	5	-3%	-1%	1%	7%	0.0	-9%
CCc1ccccc1NC(=S)N1N=CCC1c1ccccc1 (stereo not given)
 : 7%	9%	-2	-14%	-6%	-9%	-2%	0.0	-3%
CCCCOCCCNC(=O)C[C@@H]1C[C@@]2(C(=O)OC)CCCCC=C2N(Cc2ccccc2)C1=O
 : -13%	44%	14	-5%	13%	-10%	-11%	-0.3	-8%
CCCC(=O)Nc1ccc(NC(=O)c2ccco2)c(OC)c1
 : -7%	17%	/	3%	7%	-3%	-2%	-2.8	20%
CCOC(=O)COc1cc(=O)n(CC)c2ccccc12
 : -5%	-5%	7	-6%	1%	-7%	8%	-2.5	-9%
CCC1CCC2(CC1)NC(=O)N(CC(=O)NCc1ccc(Cl)cc1)C2=O (stereo not given)
 : 1%	19%	1	7%	-1%	-1%	-4%	0.4	3%
COc1cccc(CN(C(=O)c2ccccc2Br)C2CCS(=O)(=O)C2)c1 (stereo not given)
 : -4%	17%	-1	-18%	-1%	-10%	-11%	-2.5	-13%
C=CCOc1ccc(C[C@H](N)C(=O)NC[C@H]2O[C@@H](n3ccc(N)nc3=O)[C@H](O)[C@@H]2O)cc1
 : -15%	6%	3	4%	7%	2%	-3%	-0.4	-7%
Cc1cc(F)cc(-c2cc(C(=O)NCC3CCCCC3)[nH]n2)c1
 : 2%	-12%	-7	2%	9%	7%	-11%	-0.7	-21%
NS(=O)(=O)c1ccc(CCNc2nc(C(F)(F)F)nc3ccccc23)cc1
 : 0%	-12%	10	-12%	2%	-1%	-1%	1.4	2%
Fc1cccc(/C=N/n2c(C3CCCCC3)n[nH]c2=S)c1
 : ?	-16%	0	1%	-1%	-14%	5%	-2.9	2%
CC(C)(C)S(=O)(=O)c1cnc(N2CCCCC2)nc1N
 : -4%	19%	-5	9%	-5%	-6%	7%	0.2	-14%
COc1ccc(CN2C(=O)CCCC2(C)c2nc3ccccc3[nH]2)cc1 (stereo not given)
 : -6%	-9%	-3	9%	-14%	1%	-15%	0.3	-15%
CC1CCN(C(=S)c2cccc([N+](=O)[O-])c2)CC1
 : 9%	14%	-2	8%	4%	?	-2%	-0.8	10%
c1ccc(-c2nn3c(-c4ccccc4)nnc3o2)cc1
 : -12%	-15%	1	-1%	1%	-15%	7%	5.6	-19%
COc1cc2c(cc1NC(=S)Nc1cccc(C)c1)oc1ccccc12
 : -19%	-14%	/	-15%	-2%	-6%	7%	0.8	-10%
CSc1ccccc1OCc1cc(C(=O)N2CCN(C3CCCC3)C(=O)C2)no1
 : -12%	?	3	-7%	11%	-4%	2%	0.5	5%
CCOC(=O)C1=C(C)N(c2ccccc2)C(=O)/C1=C\c1ccc(O)c(OC)c1
 : -1%	14%	-19	-1%[11.6 µM]	-2%	?	9%	-3.5	20%

# Two records drawn at random from the list so far:
# Second line of a record: Abeta yeast res	FUS suppressor	PI5P4K alpha inh	WRN helicase inh	aSyn yeast inh	PLK1 PBD block	EPAC1 ag	IL2 activator	EPAC1 antag
CC1CCN(C(=S)c2cccc([N+](=O)[O-])c2)CC1
 : 9%	14%	-2	8%	4%	?	-2%	-0.8	10%
NS(=O)(=O)c1ccc(CNC(=O)CNC(=O)Cc2ccccc2)cc1
 : -7%	10%	-4	-6%	0%	-5%	-3%	0.0	22%

# Back to the main list, starting 2 compounds before the break.
# Second line of a record: Abeta yeast res	FUS suppressor	PI5P4K alpha inh	WRN helicase inh	aSyn yeast inh	PLK1 PBD block	EPAC1 ag	IL2 activator	EPAC1 antag
CSc1ccccc1OCc1cc(C(=O)N2CCN(C3CCCC3)C(=O)C2)no1
 : -12%	?	3	-7%	11%	-4%	2%	0.5	5%
CCOC(=O)C1=C(C)N(c2ccccc2)C(=O)/C1=C\c1ccc(O)c(OC)c1
 : -1%	14%	-19	-1%[11.6 µM]	-2%	?	9%	-3.5	20%
O=C(NO)c1ccccc1O
 : 0%	-9%	5	-1%	2%	-1%	-17%	0.4	3%
COc1ccc(CNC(=O)[C@H](C)NC(=O)N2CCn3c2nc2ccccc23)cc1
 : 6%	-1%	0	0%	-1%	-1%	1%	-2.1	-2%
COc1cccc(/C(C)=N/Nc2ccc(S(=O)(=O)N3CCCCC3)cn2)c1
 : -21%	8%	8	0%	-3%	-1%	13%	3.0	-12%
Cc1ccc(OCC(=O)NCCNC(=O)c2ccc(C)nc2)cc1
 : -11%	19%	0	16%	-7%	-8%	-1%	-0.1	25%
COc1ccc(S(=O)(=O)NC(C)C(=O)NCc2ccccn2)cc1Cl (stereo not given)
 : -22%	9%	9	-16%	1%	-2%	1%	1.2	-14%
COc1ccc(-n2c(=O)c3ccccc3n(CC(=O)NC3CCCCC3)c2=O)cc1
 : 18%	0%	11	4%	-1%	1%	8%	-3.6	12%
CN(C(=S)NC(=O)c1ccc(F)cc1)C1CCCCC1
 : 13%	5%	-3	7%	-7%	-21%	1%	-6.2	-17%
CC(C)N(Cc1nc(-c2ccccc2)no1)C(=O)c1ccc2c(c1)OCO2
 : 21%	19%	/	-5%	2%	-9%	6%	-1.7	-11%
COc1ccc(C(=O)OCC(=O)NCc2ccco2)cc1OC
 : -1%	13%	-19	?	1%	-9%	2%	-0.1	-14%
Cc1ccc(N2CCN(C(=S)Nc3ccccc3C)CC2)cc1
 : 18%	1%	2	-1%	-1%	5%	1%	-0.3	11%
COc1cccc(-n2c(SCC(=O)NC3CCCC3)nnc2-c2ccco2)c1
 : 2%	12%	1	3%	-4%	-18%	0%	3.0	-3%
O=C(NCCc1c[nH]c2ccccc12)/C(=C\c1cccnc1)NC(=O)c1ccccc1Br
 : -2%	18%	1	-2%	-2%	-17%	1%	0.3	-5%
O=C(NCCC1=CCCCC1)C1CCN(S(=O)(=O)c2ccccc2)CC1
 : -5%	8%	4	0%	2%	-13%	10%	-0.1	-5%
COCCN1C(=O)CN(S(C)(=O)=O)CC1(C)C(=O)NCc1ccccc1 (stereo not given)
 : -18%	-9%	0	9%	-6%	-6%	1%	0.8	18%
Clc1cccc(N2CCN(c3ncnc4nc[nH]c34)CC2)c1
 : 5%	-21%	-2	-2%	0%	5%	-2%	-3.6	2%
CCCN(CCC)CCNC(=O)C1(O)c2ccccc2NC(=O)N1c1cccc(OC)c1 (stereo not given)
 : 6%	-32%	1	-9%	6%	1%	6%	-0.1	-6%
Oc1[nH]c2ccccc2c1N=Nc1c(F)c(F)c(F)c(F)c1F
 : -17%	/	1	-17%	10%	?	-15%	0.5	3%
Cc1nn(Cc2ccccc2)c(Cl)c1C(=O)OCc1nnc(-c2ccccc2)o1
 : -1%	42%	/	3%	9%	0%	11%	-0.3	5%
CC(NC(=O)C12CC3CC(CC(O)(C3)C1)C2)c1ccc(Cl)cc1Cl (stereo not given)
 : 0%	21%	0	1%	-3%	-2%	0%	-0.1	5%
COc1cc(CCNC2=CC(=O)c3ncccc3C2=O)ccc1O
 : -12%	/	3	-5%	-9%	-9%	-2%	-4.4	-5%
O=C(COc1nncc2ccccc12)Nc1ccc(Br)cc1F
 : 1%	-5%	-4	-3%	-9%	-13%	3%	-0.8	5%
Cc1cc(-c2csc(N)n2)c(C)n1Cc1ccco1
 : -2%	28µM*	?	-10%	-7%	?	-8%	-0.8	-27%

# Part of the list above in order of heavy-atom count, rising:
# Second line of a record: Abeta yeast res	FUS suppressor	PI5P4K alpha inh	WRN helicase inh	aSyn yeast inh	PLK1 PBD block	EPAC1 ag	IL2 activator	EPAC1 antag
Oc1[nH]c2ccccc2c1N=Nc1c(F)c(F)c(F)c(F)c1F
 : -17%	/	1	-17%	10%	?	-15%	0.5	3%
COc1ccc(CN2C(=O)CCCC2(C)c2nc3ccccc3[nH]2)cc1 (stereo not given)
 : -6%	-9%	-3	9%	-14%	1%	-15%	0.3	-15%
Cc1nn(Cc2ccccc2)c(Cl)c1C(=O)OCc1nnc(-c2ccccc2)o1
 : -1%	42%	/	3%	9%	0%	11%	-0.3	5%
COc1ccc(-n2c(=O)c3ccccc3n(CC(=O)NC3CCCCC3)c2=O)cc1
 : 18%	0%	11	4%	-1%	1%	8%	-3.6	12%
CCCN(CCC)CCNC(=O)C1(O)c2ccccc2NC(=O)N1c1cccc(OC)c1 (stereo not given)
 : 6%	-32%	1	-9%	6%	1%	6%	-0.1	-6%

# Source: PubChem BioAssay (National Center for Advancing Translational Sciences (NCATS))
